High-throughput results deposited in PubChem BioAssay by several laboratories.
Ba/F3 V617F tox: reduce viability of Ba/F3 cells dependent on JAK2V617F; Ba/F3 EpoR-JAK2V617F viability, ATP luminescence; inhibition, % at 5.6 µM; actives 1.1% (n = 220,000); AID 1446;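 active = inhibition above the campaign mean plus 3 SD over all tested compounds, cut at about 24% in these data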;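 also: cytokine-independent growth of Ba/F3 cells driven by EpoR plus mutant JAK2; 0% = DMSO-treated cells and 100% = JAK inhibitor I control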
S1P4 antagonist: antagonists of human S1P4 receptor; O95977; S1P4-expressing cells, antagonist mode, reporter read-out; inhibition, % at 4.98 µM; actives 0.26% (n = 220,000); in the data active = inhibition above about 29%;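 also: 0% = wells stimulated with agonist and 100% = vehicle wells without agonist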
Target sequence (O95977 whole entry, looked up): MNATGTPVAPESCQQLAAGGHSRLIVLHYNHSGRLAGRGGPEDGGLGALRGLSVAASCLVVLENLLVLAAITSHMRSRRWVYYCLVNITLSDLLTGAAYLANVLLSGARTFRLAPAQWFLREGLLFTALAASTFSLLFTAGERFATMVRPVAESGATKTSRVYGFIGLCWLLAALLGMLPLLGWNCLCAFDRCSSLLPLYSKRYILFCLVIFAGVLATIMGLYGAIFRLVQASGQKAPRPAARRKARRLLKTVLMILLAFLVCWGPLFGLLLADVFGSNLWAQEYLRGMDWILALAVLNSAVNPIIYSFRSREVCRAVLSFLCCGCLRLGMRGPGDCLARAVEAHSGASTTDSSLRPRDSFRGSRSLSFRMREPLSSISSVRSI
S1P4 ag: human S1P4 receptor agonism; actives 0.35% (n = 220,000); S1P4-expressing cell line, agonist reporter assay; activation, % at 4.98 µM; O95977; in the data active = activation above about 11%;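 also: 0% = DMSO vehicle and 100% = reference agonist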
m-calpain inh: inhibitors of pig calpain II; purified calpain II, fluorogenic peptide substrate, 30 min; inhibition, % at 16 µM; actives 0.37% (n = 220,000); AID 1236;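 active = inhibition above about 50%, limit read from the data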
TRPN1 ag: agonists of zebrafish TRPN1 channel; HEK293 zebrafish TRPN1-YFP, Fluo-8 calcium fluorescence; 100% = response to 87 µM carbachol; activation, % at 3 µM; actives 0.18% (n = 220,000); AID 1424;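 active = activation above its plate's cutoff, the mean activation of test wells on that plate plus 3 SD, cut at about 19% in these data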;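 also: 0% = DMSO alone and 100% = 87 µM carbachol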
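Material: zebrafish TRPN1-YFP in HEK293 cells; Doses: single test compound dose, 3 µM nominal, 0.3% DMSO; Timing: dye loading 1 h at 37 °C, then 30 min room temperature; Technique: intracellular calcium fluorescence with Fluo-8; Benchmarks: high carbachol 87 µM, low DMSO alone.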
PERK inhibitor: inhibitors of human PERK kinase; Q9NZJ5; CHO PERK-DD fusion, SEAP luminescence translation reporter; inhibition, % at 5.6 µM; actives 0.17% (n = 220,000); AID 1416;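 active = inhibition above the mean inhibition of all tested compounds plus 3 SD, set separately per screening campaign, cut at about 2.9% in these data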;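 also: PERK kinase domain activated by AP20187 dimerizer at 100 nM; 0% = DMSO with dimerizer and 100% = rapamycin at 8.4 µM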
TRPML3 agonist: human mucolipin-3 channel agonism | Q8TDD5 | HEK293 TRPML3-YFP, Fluo-8 calcium fluorescence; 100% = the carbachol control signal | activation, % at 3 µM | actives 0.29% (n = 220,000);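 active = activation above its plate's cutoff, the mean activation of the plate's test wells plus 3 SD, cut at about 12% in these data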;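 also: 0% = DMSO only wells and 100% = carbachol wells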
Target sequence (Q8TDD5 whole entry, looked up): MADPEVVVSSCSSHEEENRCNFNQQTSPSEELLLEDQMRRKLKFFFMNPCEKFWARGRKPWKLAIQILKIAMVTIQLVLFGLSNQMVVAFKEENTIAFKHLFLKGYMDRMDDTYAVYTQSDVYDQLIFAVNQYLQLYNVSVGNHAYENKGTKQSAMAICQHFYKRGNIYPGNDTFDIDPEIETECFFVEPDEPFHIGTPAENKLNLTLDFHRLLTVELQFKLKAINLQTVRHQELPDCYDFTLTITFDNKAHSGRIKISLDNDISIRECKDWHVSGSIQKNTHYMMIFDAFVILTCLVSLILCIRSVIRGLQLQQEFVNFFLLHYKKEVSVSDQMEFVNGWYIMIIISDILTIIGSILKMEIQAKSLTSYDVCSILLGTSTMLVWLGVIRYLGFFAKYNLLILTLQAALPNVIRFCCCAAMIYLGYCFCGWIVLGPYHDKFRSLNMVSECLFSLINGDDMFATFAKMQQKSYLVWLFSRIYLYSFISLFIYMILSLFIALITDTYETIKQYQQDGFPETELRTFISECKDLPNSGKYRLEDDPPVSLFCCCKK
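Test system – HEK293 line with stable expression of human TRPML3-YFP channel · Control set – carbachol 87 µM final as high control (100%), DMSO as low control (0%) · Signal – Fluo-8 calcium dye fluorescence, ex 470-495, em 515-575 nm · Incubation – 1-h 37 °C dye load, 5-s basal, 120-s post-compound reads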
EP2 mod: modulators of human EP2 prostaglandin E2 receptor. AID 940. induction, % at 25 µM. P43116. actives 0.83% (n = 260,000). EP2-expressing cells, cAMP HTRF FRET, PGE2 co-stimulation;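 active = compounds whose cAMP rise, as percent of the full-agonist control response, exceeds 60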;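 also: rat C6 glioma line stably carrying human EP2 under a CMV promoter; the protocol text gives 20 µM as final concentration; 100% = response of wells given 1 µM PGE2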
BaF3 parental: counter-screen for JAK2V617F inhibitors: parental Ba/F3 viability inhibitors | actives 1.1% (n = 220,000) | inhibition, % at 5.6 µM | CellTiter-Glo ATP luminescence | AID 1486;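 active = inhibition above a per-campaign cutoff, the mean inhibition of all tested compounds plus 3 SD, cut at about 27% in these data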;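 also: 0% = DMSO wells and 100% = JAK Inhibitor I control wells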
* marks the source's active call; other numbers are inactive results; & = joins results of further samples.

Compound | Ba/F3 V617F tox | S1P4 antagonist | S1P4 ag | m-calpain inh | TRPN1 ag | PERK inhibitor | TRPML3 agonist | EP2 mod | BaF3 parental
CCOC(=O)N1CCN(C(=O)c2cc(C)c3c(C)nn(-c4ccccc4)c3n2)CC1 | 0 | -6 | 1.2 | 4 | 0.4 | 0.1 | -0.2 | 4 | 1
CCCn1nc(-c2nnc(-c3ccc(C)c(C)c3)o2)c2ccccc2c1=O | -5 | -10 | 1.4 | -11 | 1.4 | 1.0 | 0.7 | 33 | 2
COc1cc(NC(=O)c2cc3nc(-c4ccccc4)cc(-c4ccccc4)n3n2)cc(OC)c1OC | -3 | -9 | 1.9 | -85 | 0.4 | 0.1 | 0.2 | -6 | 2
Fc1cc(Br)ccc1NC(=S)Nc1cccnc1 | 2 | -21 | -1.1 | 14 | 0.1 | 0.5 | 1.2 | -60 | 9
CCOc1ccccc1CNC(=O)c1cc2oc3ccccc3c2n1C | -1 | 8 | 1.4 | -10 | -0.9 | -0.7 | -1.1 | -30 | 5
COCCNC(=O)C(c1ccc(C)o1)N(C(=O)Cn1nnc2ccccc21)c1ccccc1 (configuration not stated) | -4 | -8 | 1.1 | -17 | -0.3 | 0.3 | -0.1 | 35 | 0
COC(=O)C(C)Sc1nc2c(cnn2-c2ccc(C)cc2)c(=O)[nH]1 (configuration not stated) | 2 | -1 | 1.8 | 9 | -0.1 | 0.8 | 0.6 | -8 | 6
CC1SC(C)C(=O)N(CC(=O)Nc2ccc3c(c2)OCO3)C1=O (configuration not stated) | 4 | -13 | 0.6 | 24 | 0.3 | -0.2 | -0.6 | -2 | 5
O=C(CNC(=O)c1ccccc1Br)N/N=C/c1cc(Br)ccc1O | -1 | 0 | 1.2 | -22 | 1.6 | 0.3 | 0.4 | -86 | 3
O=C1OC(c2ccccc2)=C/C1=C/N1CCOCC1 | -4 | -6 | 2.0 | -9 | -0.3 | -0.2 | 0.6 | -5 | 1
CCN(Cc1ccncc1)C(=O)c1cccc(S(=O)(=O)N2CCOCC2)c1 | 0 | -21 | -1.4 | 19 | 0.8 | 0.3 | 0.8 | 1 | 9
Cc1ccc(NC(=O)C2CC(=O)N(c3ccc4c5c(cccc35)CC4)C2)cc1 (configuration not stated) | 5 | -6 | -0.1 | 3 | 0.3 | -0.5 | 0.0 | -8 | 8

Profiles as entered above. Values in the order: Ba/F3 V617F tox | S1P4 antagonist | S1P4 ag | m-calpain inh | TRPN1 ag | PERK inhibitor | TRPML3 agonist | EP2 mod | BaF3 parental
O=C1OC(c2ccccc2)=C/C1=C/N1CCOCC1 in the list: -4 | -6 | 2.0 | -9 | -0.3 | -0.2 | 0.6 | -5 | 1
CCN(Cc1ccncc1)C(=O)c1cccc(S(=O)(=O)N2CCOCC2)c1 in the list: 0 | -21 | -1.4 | 19 | 0.8 | 0.3 | 0.8 | 1 | 9

Following part:
Compound | Ba/F3 V617F tox | S1P4 antagonist | S1P4 ag | m-calpain inh | TRPN1 ag | PERK inhibitor | TRPML3 agonist | EP2 mod | BaF3 parental
CC1CC(=O)N(C)c2cc([N+](=O)[O-])ccc2N1 (configuration not stated) | -3 | -22 | 1.3 | -6 | 0.1 | 0.0 | 0.7 | -5 | 4
COCCNC(=O)c1cnn2c1NC(c1ccco1)CC2C(F)(F)F (configuration not stated) | -6 | -6 | 0.0 | -14 | 0.2 | 0.5 | 0.9 | 6 | -1
O=C(Nc1ccccc1)O/N=C/c1ccncc1 | -2 | -10 | -0.6 | 0 | 0.6 | 2.0 | 0.7 | 9 | 4
CC1=C(C(=O)OCC2CCCO2)C(c2ccccc2)C2=C(CCCC2=O)N1 (configuration not stated) | 0 | 4 | -0.4 | -134 | -0.6 | 1.3 | 0.3 | 22 | 4
CN=C1SC(CC(=O)Nc2ccccc2F)C(=O)N1C (configuration not stated) | -2 | 5 | 0.4 | 2 | -0.7 | 4.4* | 0.6 | 11 | 6
O=C(N/N=C1\CC(c2ccccc2)Oc2ccccc21)c1cccnc1 (configuration not stated) | -1 | -6 | 0.2 | -33 | -1.0 | 0.5 | 0.1 | -6 | 2
Nc1nonc1C(=O)NCCNC(=O)c1cccs1 | -3 | -12 | -1.1 | -9 | -0.4 | 1.6 | -0.2 | 21 | 0
COc1ccc(/C=C/C(=O)OCc2nc3ccccc3c(=O)[nH]2)c(OC)c1 | -4 | -12 | 2.3 | -13 | 0.9 | 0.0 | 0.6 | -36 | 4
Cc1ccc(C(=O)n2c(N)nc3ccccc32)cc1 | 51* | -8 | -0.9 | 19 | 1.4 | -0.2 | 1.5 | -54 | 21
COc1cc(CN(C)Cc2ccccc2)cc(OC)c1O | 2 | -3 | 2.7 | -11 | 0.6 | -0.6 | 0.9 | 1 | 7
Cc1cccc(N(CC(=O)NCCSCc2ccccc2)S(C)(=O)=O)c1 | 3 | 13 | -0.1 | 7 | 1.4 | -0.2 | -0.5 | -16 | 11
Cc1ccnc(NC(=O)C2CCN(S(=O)(=O)c3cccc4nonc34)CC2)c1 | 3 | 5 | -1.4 | 6 | 0.7 | -0.6 | 1.0 | 1 | 0

Going on with the list.
Compound | Ba/F3 V617F tox | S1P4 antagonist | S1P4 ag | m-calpain inh | TRPN1 ag | PERK inhibitor | TRPML3 agonist | EP2 mod | BaF3 parental
CC(C)N(C(=S)Nc1cc(S(=O)(=O)N2CCOCC2)ccc1Cl)c1ccccc1 | -2 | -2 | 0.5 | 0 | 0.3 | 1.4 | 0.9 | 6 | 3
CC(=O)c1ccccc1NS(=O)(=O)c1ccccc1Cl | -3 | -1 | 1.2 | -1 | -3.0 | 1.4 | -0.7 | 31 | 2
CCn1c2ccccc2c2nc3cc(C(=O)O)ccc3nc21 | 7 | -2 | 1.2 | -29 | -1.7 | 1.0 | 0.8 | 28 | 2
CCc1cc2c(N3CCCCC3)ncnc2s1 | 5 | 1 | 0.8 | 22 | -0.6 | -0.1 | 0.4 | -6 | 8
Cc1noc(C)c1CSc1ncnc2ccccc12 | -2 | -4 | 0.6 | -17 | -1.1 | 1.3 | -0.7 | 19 | 4
CC(=O)Nc1ccc(/C=N/NC(=O)CNS(=O)(=O)c2ccccc2)cc1 | 0 | -14 | 1.6 | 8 | -0.3 | 0.4 | 0.1 | -3 | 5
Cc1ccc(P(=O)(O)c2ccc(C)cc2)cc1 | -2 | -16 | 1.4 | -10 | -0.7 | 0.3 | -0.7 | 10 | 4
CC(NC(=O)CSc1nc2c(c(C(F)(F)F)n1)CCc1ccccc1-2)c1ccccc1 (configuration not stated) | -1 | -192 | 2.0 | 25 | 0.3 | 1.1 | -0.1 | -96&-53 | 5
COc1cccc(C(=O)Nc2nnc(C3CCCO3)s2)c1 (configuration not stated) | -1 | -7 | -0.3 | -7 | -0.9 | -0.5 | 0.5 | -20 | 4
CCc1ccc(CN(C)CCc2ccccn2)cc1 | 1 | -5 | 2.1 | 27 | 0.0 | -1.3 | 1.2 | 9 | 1
CCc1nc2ccccc2n1CCc1ccccc1 | -6 | -3 | 0.6 | 14 | -1.9 | 2.4 | -0.2 | -27 | -2
CCCOC(=O)c1cc(-c2ccc(C=O)o2)ccc1Cl | -3 | -33 | 0.0 | 3 | -1.2 | 0.5 | -0.2 | 52 | 1

Next section
Compound | Ba/F3 V617F tox | S1P4 antagonist | S1P4 ag | m-calpain inh | TRPN1 ag | PERK inhibitor | TRPML3 agonist | EP2 mod | BaF3 parental
COc1ccc(-c2csc(NC(=O)c3ccccc3NS(=O)(=O)c3ccc(C)cc3)n2)cc1 | 6 | -13 | -0.1 | -42 | 6.8 | -0.1 | 6.4 | 21 | 13
COC(=O)c1ccc(Cn2cnc3c(cnn3-c3ccc(C)c(C)c3)c2=O)o1 | 1 | -68 | -2.5 | -17 | -0.4 | 0.3 | 1.1 | -6 | 4
CCC(C)NC(=O)CCS(=O)(=O)c1ccc2c(c1)n(C)c(=O)c(=O)n2C (configuration not stated) | 0 | 0 | -1.1 | -18 | 0.1 | 0.9 | -0.3 | -6 | 5
CCOC(=O)c1nnn(CC(=O)NC(=O)Nc2ccccc2)c1C(=O)OCC | -1 | 5 | -0.6 | -12 | 0.4 | 1.0 | 0.1 | -7 | 0
CC(NC(=O)C(C)(C)C)C(c1cccs1)N1CCN(Cc2ccccc2)CC1 (configuration not stated) | -5 | 4 | 0.4 | -25 | -0.2 | 0.5 | -0.4 | 0 | 0
O=C(COC(=O)COc1ccc(Br)cc1)NCCC1=CCCCC1 | -2 | -24 | 4.0 | -3 | -0.2 | 2.0 | 0.0 | 0 | 5
CCn1c(CNc2nc3ccccc3n2C(C)C)nc2ccccc21 | 3 | -10 | -1.2 | -8 | -2.9 | -0.8 | -1.7 | -8&3 | 7
N/C(=N\OC(=O)c1ccc(Cl)c(Cl)c1)c1ccccn1 | -3 | 0 | 0.1 | 6 | -2.1 | 0.5 | 0.8 | -7 | 3
COc1ccc(CN(C(=O)Cc2c[nH]c3ccccc23)C(C(=O)NC2CCCCC2)c2ccc(C)o2)cc1 (configuration not stated) | 0 | 3 | -1.2 | -14 | 0.1 | -0.7 | -1.8 | 8 | 0
N#Cc1ccc(NC(=O)COC(=O)CSc2nnc(-c3ccc(Cl)cc3)o2)cc1 | -1 | -2 | 0.5 | 16 | -1.0 | 0.8 | -0.3 | 25 | 4
Cc1cccc(NC(=O)CCN2CCOCC2)c1 | -4 | -10 | 1.0 | 22 | 0.7 | 1.2 | 0.5 | -5 | -1
CCn1nnnc1NCc1cccn1C | 3 | -1 | -1.0 | -4 | 1.1 | 0.4 | 0.2 | 6 | 4

(list continues)
Compound | Ba/F3 V617F tox | S1P4 antagonist | S1P4 ag | m-calpain inh | TRPN1 ag | PERK inhibitor | TRPML3 agonist | EP2 mod | BaF3 parental
COc1ccc(CNC(=O)CN2C(=O)NC3(CCCCCC3)C2=O)cc1OC | 0 | -5 | -0.4 | -11 | 0.9 | 0.5 | 1.0 | 2 | 10
CN(C)c1ccc(/C=N/NC(=O)c2cnc3ccccc3c2)cc1 | -1 | -10 | 0.5 | -55 | 1.7 | 0.9 | -0.2 | -19&12 | -3
C/C(=N\NC(=O)c1ccccc1O)c1ccc(Br)s1 | 0 | -9 | 0.4 | 7 | 1.0 | 0.6 | 1.2 | -33 | 5
CCOc1ccc(Br)cc1S(=O)(=O)Nc1ccc(C(=O)Nc2ccccc2OC)cc1 | -1 | 6 | 0.4 | -28 | -0.5 | -0.4 | 1.0 | 7 | 5
CSCCC(NS(=O)(=O)c1ccc(Cl)cc1)C(=O)OCC(=O)N1CCCc2ccccc21 (configuration not stated) | -3 | -8 | -3.6 | 48 | -1.9 | 0.0 | -0.9 | -14 | 1
COc1ccc(N(CC(=O)Nc2cc(C)ccc2OC)S(=O)(=O)c2c(C)noc2C)cc1 | 2 | -3 | -0.1 | 9 | -1.7 | -1.0 | 0.1 | 5 | 0
Cc1ccc(Cn2cccc2/C=C2/C(=N)N3C=CSC3=NC2=O)cc1 | 4 | -10 | -0.4 | 17 | 1.8 | 0.1 | 1.1 | 7 | 8
COn1c(SCc2ccccc2)nc2ccccc2c1=O | -2 | -12 | 0.4 | 23 | -1.9 | 0.0 | -1.6 | 42 | 0
COc1ccc(C(=O)C2CCCN(Cc3cccn3-c3cccnc3)C2)cc1OC (configuration not stated) | 6 | -3 | 1.2 | 3 | -0.1 | -0.9 | 0.2 | -3 | 11
Cc1c(NC(=O)CC(O)(C(F)(F)F)C(F)(F)F)c(=O)n(-c2ccccc2)n1C | -1 | -15 | -1.5 | -22 | -3.0 | 0.2 | 0.7 | 7 | 1
